Screens: PubChem BioAssay, The Scripps Research Institute Molecular Screening Center
TAAR1 ag – agonists of human TAAR1 | activation, % at 3 µM | Q96RJ0 | actives 0.99% (n = 360,000) | CHO RD-HGA16 TAAR1, Fluo-8 calcium fluorescence; vehicle wells 0%, saturating PEA agonist 100%;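 active = activation above the mean activation of all test compounds in the run plus 3 SD, cut at about 38% in these data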
Target sequence (Q96RJ0 whole entry, looked up): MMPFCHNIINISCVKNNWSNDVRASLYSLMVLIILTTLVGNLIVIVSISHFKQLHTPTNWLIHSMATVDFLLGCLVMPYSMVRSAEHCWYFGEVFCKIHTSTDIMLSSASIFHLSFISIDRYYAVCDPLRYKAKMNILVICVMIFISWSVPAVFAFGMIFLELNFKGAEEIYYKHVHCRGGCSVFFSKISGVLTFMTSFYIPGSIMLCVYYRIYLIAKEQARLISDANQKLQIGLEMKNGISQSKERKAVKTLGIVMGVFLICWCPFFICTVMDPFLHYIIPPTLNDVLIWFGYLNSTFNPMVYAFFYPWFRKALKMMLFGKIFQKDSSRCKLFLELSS
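Repeats: no replicates (n 1) | Material: CHO-derived RD-HGA16 cells with stable Gα16 and human TAAR1 | Technique: Kinetic Fluo-8 calcium fluorescence | Schedule: 17-24 h seeding, 75 min 37 °C dye, 30 min RT | Evaluation: % activation from peak over basal fluorescence ratio, DMSO-to-PEA scaled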
CHRM5 PAM – CHRM5 positive allosteric modulation. P08912. CHO-K1 hM5, Fluo-8 calcium, ACh EC20 PAM; 0% = ACh EC20, 100% = ACh EC100. activation, % at 3 µM. actives 0.3% (n = 360,000);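 active = activation above the run cutoff, the mean activation of all test compounds plus 3 SD, cut at about 18% in these data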
Target sequence (P08912 whole entry, looked up): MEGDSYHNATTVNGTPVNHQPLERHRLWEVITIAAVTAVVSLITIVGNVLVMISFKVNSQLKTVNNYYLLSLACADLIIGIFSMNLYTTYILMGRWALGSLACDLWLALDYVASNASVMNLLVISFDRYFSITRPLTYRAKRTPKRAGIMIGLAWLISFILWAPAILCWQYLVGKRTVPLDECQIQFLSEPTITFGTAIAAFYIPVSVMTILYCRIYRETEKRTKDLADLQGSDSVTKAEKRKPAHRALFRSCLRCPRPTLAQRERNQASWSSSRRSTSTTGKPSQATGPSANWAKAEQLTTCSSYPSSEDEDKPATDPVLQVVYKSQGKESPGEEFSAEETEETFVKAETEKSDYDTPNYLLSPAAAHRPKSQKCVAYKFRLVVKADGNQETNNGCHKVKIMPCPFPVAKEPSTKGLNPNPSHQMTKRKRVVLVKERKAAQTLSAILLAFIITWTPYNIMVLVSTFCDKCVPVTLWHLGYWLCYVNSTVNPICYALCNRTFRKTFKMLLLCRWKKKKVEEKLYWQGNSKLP
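System: CHO-K1 hM5 cells. Reagent: acetylcholine, EC20 level. Compound dosing: single dose, 3 µM nominal final test concentration. Timing: Post-acetylcholine fluorescence recording 140 s. Detection: Fluo-8 calcium fluorescence. Read-out: % activation, ACh-normalized. Benchmarks: ACh EC20 and EC100 wells. Repeats: singlicate, one well per test compound.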
M4 antag – CHRM4 antagonism in calcium assay | P08173 | CHO-hM4 cells, ACh EC80, Fluo-8 calcium fluorescence | inhibition, % at 3 µM | actives 0.73% (n = 360,000) | AID 624125;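 active = inhibition above its plate's cutoff, the mean inhibition of sample wells plus 3 SD, cut at about 27% in these data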;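 note: 0% = acetylcholine EC80 with DMSO and 100% = DMSO without agonist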
M4 ag – agonists of human muscarinic M4 receptor (CHRM4). CHO-K1 hM4/Gqi5, Fluo-8 calcium fluorescence; vehicle 0%, full acetylcholine response 100%. actives 0.14% (n = 360,000). AID 624127. activation, % at 3 µM;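 active = activation above the run mean over all test wells plus 3 SD, cut at about 32% in these data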;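 note: peak over basal fluorescence ratio per well then scaled between controls; 0% = DMSO wells and 100% = acetylcholine at EC100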
CHRM5 agonist – agonists of human muscarinic M5 receptor (CHRM5); actives 0.19% (n = 360,000); P08912; activation, % at 3 µM; CHO-K1 hM5 cells, Fluo-8 calcium fluorescence; 0% DMSO wells, 100% maximal acetylcholine response;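 active = activation above the run's mean over test compounds plus 3 SD, cut at about 23% in these data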;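 note: signal is peak over basal fluorescence ratio across the kinetic read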
M5 antag – antagonists of human muscarinic M5 receptor (CHRM5); CHO-hM5 cells, Fluo-8 calcium fluorescence, ACh EC80; inhibition, % at 3 µM; actives 0.59% (n = 360,000); AID 624040;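 active = inhibition above a per-plate cutoff, the mean of that plate's test compounds plus 3 SD, cut at about 27% in these data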;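 note: 0% = acetylcholine EC80 with DMSO and 100% = DMSO without agonist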
M1 ag – activates human CHRM1 receptor. actives 0.33% (n = 360,000). AID 588814. CHO-K1 hM1, Fluo-8 calcium fluorescence, agonist mode; 0% DMSO, 100% acetylcholine EC100. activation, % at 3 µM. P11229;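 active = activation above the run's mean compound activation plus 3 SD, cut at about 16% in these data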;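 note: peak over basal fluorescence ratio within a 140 s kinetic read after compound addition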
CHRM1 antagonist – antagonists of human M1 muscarinic receptor; P11229; CHO-K1 hM1, Fluo-8 calcium fluorescence, ACh EC80 antagonist; inhibition, % at 3 µM; actives 1.3% (n = 360,000);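 active = percent inhibition above its own plate's cutoff, namely the mean of that plate's compound wells plus 3 SD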;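 note: peak over basal fluorescence ratio during 140 s after agonist addition; 0% = ACh EC80 plus DMSO and 100% = DMSO alone without agonist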
M1 PAM – positive allosteric modulators of human M1 muscarinic receptor; P11229; CHO-K1 hM1, Fluo-8 calcium fluorescence, ACh EC20; 0% = ACh EC20, 100% = maximal ACh; activation, % at 3 µM; actives 0.088% (n = 360,000); AID 588819; in the data active = activation above about 19%, passing the limit was not always enough
An asterisk follows results filed as active; x = not tested or not shown. The list is partial; the hit share may differ from the screen's.

cpd	molecule	TAAR1 ag	CHRM5 PAM	M4 antag	M4 ag	CHRM5 agonist	M5 antag	M1 ag	CHRM1 antagonist	M1 PAM
1	O=C(Oc1cccc(-n2cnnn2)c1)c1ccccc1	0	3	5	2	1	4	-3	-6	7
2	CCOc1ccc(C(=O)NCC(=O)NCC(c2cccs2)N2CCOCC2)cc1 (stereo unspecified)	0	-3	-8	1	3	3	-3	-8	6
3	Cc1c(C)c2ccc(OCC(=O)Nc3ccccn3)c(C)c2oc1=O	0	5	5	1	0	4	-2	3	4
4	CCCn1c(SCC(=O)NCc2ccc(Cl)cc2)n[nH]c1=O	1	3	-2	0	3	4	-4	0	5
5	CS(=O)(=O)N(CC(=O)N/N=C/c1cccc2c1OCCO2)c1ccccc1Br	5	2	1	7	1	-1	-1	-9	6
6	O=C(CC(=O)NC1CCCCC1)N/N=C/c1ccccc1[N+](=O)[O-]	9	2	5	2	0	-2	-2	-17	14
7	CCNC(=S)NNC(=O)c1cc(-c2cccc(OCC)c2)nc2ccccc12	11	-5	-1	9	3	-1	-3	-4	5
8	CNCC(=O)Nc1ccc(OC(F)(F)F)cc1	13	7	-1	2	0	5	0	-18	15
9	CC1CCN(S(=O)(=O)c2cc3c4c(c2)CCN4C(=O)CC3)CC1	4	2	-10	1	1	-3	-2	-4	4
10	Cc1cc(OC(C)C(=O)NCC2CCC(C(=O)O)CC2)c2c(C)c(C)c(=O)oc2c1 (stereo unspecified)	0	0	-9	2	1	4	-2	-3	3
11	CCOC(=O)C1CCN(C(=O)COc2cc(C)c(Br)c(C)c2)CC1	10	-8	0	5	0	1	-3	3	0
12	CCN(C(=O)COC(=O)/C=C/c1cccc(Br)c1)C1CCS(=O)(=O)C1 (stereo unspecified)	1	2	-1	2	-2	-3	-3	-14	5
13	CCCCOc1ccc(NS(=O)(=O)c2ccc(-n3cnnn3)cc2)cc1	15	-5	8	10	1	14	1	5	-5
14	O=C(Nc1ccc(F)c(Cl)c1)C1CCCCC1	7	-8	-9	8	-1	5	-4	-14	17
15	O=C(NCC1CCCO1)c1cccc(NC(=O)c2ccc(Br)cc2)c1 (stereo unspecified)	5	-7	5	12	1	7	-1	0	-4
16	CCOc1ccc(-c2cc(C(=O)NN=C3CCN(C)CC3)[nH]n2)cc1	10	-3	2	1	-1	1	-1	12	-9

The last 3 compounds of the section before are carried over, then new ones follow.
cpd	molecule	TAAR1 ag	CHRM5 PAM	M4 antag	M4 ag	CHRM5 agonist	M5 antag	M1 ag	CHRM1 antagonist	M1 PAM
14	O=C(Nc1ccc(F)c(Cl)c1)C1CCCCC1	7	-8	-9	8	-1	5	-4	-14	17
15	O=C(NCC1CCCO1)c1cccc(NC(=O)c2ccc(Br)cc2)c1 (stereo unspecified)	5	-7	5	12	1	7	-1	0	-4
16	CCOc1ccc(-c2cc(C(=O)NN=C3CCN(C)CC3)[nH]n2)cc1	10	-3	2	1	-1	1	-1	12	-9
17	CSCCC(NS(=O)(=O)c1ccccc1F)C(=O)NCc1ccncc1 (stereo unspecified)	0	-3	-3	1	-9	-4	-8	16	-10
18	Cn1ccc2c(N3CCCCCCC3)cc3c(c21)C1CCC3O1 (stereo unspecified)	11	5	10	7	3	-3	2	-9	5
19	COC(=O)C[C@@H]1CC[C@@H](NS(=O)(=O)c2ccc(OC)cc2)[C@@H](CO)O1	4	6	10	0	-1	-5	x	x	x
20	CC(C)(C)[C@H]1COC(=O)[C@H](NC(=O)OCC2c3ccccc3-c3ccccc32)C/C=C\C[C@@H](CC(=O)N(CCO)Cc2ccccc2)C(=O)N1	19	-15	11	18	3	-1	-6	13	-4
21	COc1ccccc1N1CCN(C(=O)c2ccc3[nH]c4c(c3c2)CCCC4)CC1	9	-4	3	5	2	3	-5	1	0
22	Cc1ccc(C)c(-c2nnc(NC(=O)c3ccco3)o2)c1	0	1	7	0	0	3	0	4	6
23	COc1cc(CC(=O)NNC(=O)c2cc(C)oc2C)cc(OC)c1OC	0	3	7	0	1	-4	-4	-4	11
24	COC(=O)C(C)(C)ONC(=O)Nc1ccccc1	6	1	7	0	0	2	-5	-5	4

Random excerpt: three compounds from above.
cpd	molecule	TAAR1 ag	CHRM5 PAM	M4 antag	M4 ag	CHRM5 agonist	M5 antag	M1 ag	CHRM1 antagonist	M1 PAM
21	COc1ccccc1N1CCN(C(=O)c2ccc3[nH]c4c(c3c2)CCCC4)CC1	9	-4	3	5	2	3	-5	1	0
24	COC(=O)C(C)(C)ONC(=O)Nc1ccccc1	6	1	7	0	0	2	-5	-5	4
19	COC(=O)C[C@@H]1CC[C@@H](NS(=O)(=O)c2ccc(OC)cc2)[C@@H](CO)O1	4	6	10	0	-1	-5	x	x	x

Next part:
cpd	molecule	TAAR1 ag	CHRM5 PAM	M4 antag	M4 ag	CHRM5 agonist	M5 antag	M1 ag	CHRM1 antagonist	M1 PAM
25	COc1ccc(OC)c(NC(=O)CCC(=O)Nc2nnc(C(F)(F)F)s2)c1	5	-1	9	0	-1	-3	0	-20	3
26	CC(=O)N1CCC(N(CCCOC(C)C)C(=O)Nc2ccc(Cl)cc2)CC1	-1	2	-12	1	1	-2	0	-24	18
27	CCN(CC(=O)NCc1cccs1)c1ccc(S(=O)(=O)N2CCCC2)cn1	0	5	1	1	-3	2	-2	-6	8
28	CCn1c(SCC(=O)NCCCN2CCCC2=O)nnc1-c1cccc(C)c1	1	-1	0	1	-1	5	3	-8	11
29	Cc1cc(F)ccc1S(=O)(=O)N(CC(=O)N1CCOCC1)CC(=O)N1CCOCC1	3	2	-10	0	-1	6	-2	-12	5
30	O=C(Cc1cccs1)N1CCN(S(=O)(=O)c2cccc([N+](=O)[O-])c2)CC1	2	10	2	1	-3	-10	-3	8	-3
31	CC(=O)Nc1cccc(NC(=O)COc2ccccc2C)c1	4	-14	-12	14	9	-16	4	-14	5
32	CN(CCCN1CCOCC1)C(=O)c1cc(COc2c(F)cccc2F)on1	4	0	-8	10	-3	3	-6	2	0
33	Cc1cc(C(=O)Nc2ccccc2C(=O)N2CCCCC2)ccc1[N+](=O)[O-]	1	-4	2	2	0	-11	-5	-5	4
34	CCOC(=O)c1cc(NC(=O)c2cccnc2)ccn1	0	4	5	0	2	1	2	-3	14
35	COc1ccc2c(CN3CCN(c4ccccc4F)CC3)cc(=O)oc2c1	0	2	-9	4	1	-10	-6	3	0
36	CCCCNC(=S)Nc1ccc([N+](=O)[O-])cc1	5	-16	15	9	4	23	1	27*	-16
37	CC[n+]1c(C)n(C)c2cc(S(=O)(=O)N(C)C)ccc21	7	9	-9	1	-5	-19	-14	1	14
38	COc1ccc(NCCC(O)c2ccc(Cl)cc2)cc1 (stereo unspecified)	-1	-4	5	3	-5	10	-3	-9	4
39	O=C(NC1Cc2ccccc2C1)c1cc(COc2cccc(C(F)(F)F)c2)on1	14	2	11	1	-3	-2	-2	7	-3
40	N#Cc1nc(-c2cccc3ccccc23)oc1NCCN1CCCCC1	10	1	2	5	0	0	-5	8	1
41	Cc1[nH]c2ccccc2c1C(=O)c1cc([C@H](NC(=O)OC(C)(C)C)C(C)C)sc1N	-1	1	-3	1	1	1	x	x	x
42	O=C(NC(Cc1ccc(O)cc1)C(=O)O)c1ccco1 (stereo unspecified)	4	2	-1	1	0	7	-1	0	13
43	Clc1ncccc1-c1nc2ccccc2s1	1	6	1	0	-3	-5	-6	6	-6
44	C=CCC(CC)C(=O)NC(=O)N1CCCc2ccccc21 (stereo unspecified)	2	-2	-1	1	-3	3	-2	-3	4
45	Cc1[nH]c(C(=O)N/N=C/c2ccc(C(=O)O)cc2)c(C)c1C(=O)N/N=C/c1ccc(C(=O)O)cc1	3	4	5	1	1	-2	1	-3	10
46	COc1cccc2cc(C(C)N(CCCN3CCOCC3)C(=S)Nc3c(C)cccc3C)oc12 (stereo unspecified)	-1	-1	-17	0	-9	6	-5	-16	10
47	N/C(=N\OC(=O)/C=C/c1ccccc1)c1ccc(Br)cc1	-1	-1	6	0	-1	-8	-4	7	-4
48	CN(C1=C(NC(=O)c2ccc(Cl)cc2)C(=O)c2ccccc2C1=O)c1ccccc1	-2	-7	-2	-2	-6	-3	-11	-7	7

Only CHRM5 agonist, M4 antag and CHRM1 antagonist (six entries from above):
| No. | mol | CHRM5 agonist | M4 antag | CHRM1 antagonist |
| --- | --- | --- | --- | --- |
| 47 | N/C(=N\OC(=O)/C=C/c1ccccc1)c1ccc(Br)cc1 | -1 | 6 | 7 |
| 43 | Clc1ncccc1-c1nc2ccccc2s1 | -3 | 1 | 6 |
| 46 | COc1cccc2cc(C(C)N(CCCN3CCOCC3)C(=S)Nc3c(C)cccc3C)oc12 (stereo unspecified) | -9 | -17 | -16 |
| 48 | CN(C1=C(NC(=O)c2ccc(Cl)cc2)C(=O)c2ccccc2C1=O)c1ccccc1 | -6 | -2 | -7 |
| 45 | Cc1[nH]c(C(=O)N/N=C/c2ccc(C(=O)O)cc2)c(C)c1C(=O)N/N=C/c1ccc(C(=O)O)cc1 | 1 | 5 | -3 |
| 41 | Cc1[nH]c2ccccc2c1C(=O)c1cc([C@H](NC(=O)OC(C)(C)C)C(C)C)sc1N | 1 | -3 | x |

Carrying on.
cpd	molecule	TAAR1 ag	CHRM5 PAM	M4 antag	M4 ag	CHRM5 agonist	M5 antag	M1 ag	CHRM1 antagonist	M1 PAM
49	Cn1cnnc1SCC(=O)NC1CCCc2ccccc21 (stereo unspecified)	9	3	1	0	-3	0	-7	-1	6
50	COc1ccc(CC(=O)NNS(=O)(=O)c2ccc3ccccc3c2)cc1OC	3	-2	5	2	0	-2	-5	-2	-3
51	COc1ccc(S(=O)(=O)N(Cc2cc3cc(C)ccc3[nH]c2=O)CC2CCCO2)cc1 (stereo unspecified)	9	-6	5	2	-3	6	-5	2	4
52	O=C1CC(c2ccccc2)n2nc(NC(=O)C3CCCO3)nc2N1 (stereo unspecified)	12	-3	2	1	1	-2	-1	-11	5
53	Cc1ccnc(NC(=O)c2cc3ccccc3o2)c1	-1	1	1	1	-1	1	-4	-1	7
54	COCCC(=O)N1CCCC(C(=O)c2ccc(Oc3ccccc3)cc2)C1 (stereo unspecified)	0	-3	3	2	0	-1	-12	-2	-1
55	O=C(Nc1ccc(C(=O)O)cc1)/C(=C\c1ccc2c(c1)OCO2)NC(=O)c1ccccc1Cl	0	-2	2	-1	0	5	1	-2	3
56	CC(=O)N(CCc1ccccc1C)Cc1cc2cc(C)ccc2[nH]c1=O	6	6	-2	1	5	-1	1	-16	6
57	CCOC(=O)C1CC(=O)c2ccccc2C1c1ccccc1 (stereo unspecified)	5	-2	-12	2	-8	15	-8	1	1
